Screens deposited in PubChem BioAssay by several laboratories.
HTR5A inv ctr = HTR5A inverse agonism, opioid heterodimer counter-screen; AID 504634; 0.083% of 340,000 active; P47898; HTR5A cell line, luminescence; inhibition, % at 9.3 µM; in the data active = inhibition mostly above about 23%, no sharp cut-off; inactive = mostly below about 18%;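 note: 0% = cells with DMSO and 100% = no-cell wells with DMSO; some compounds called inactive have numbers as strong as hits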
Target sequence (P47898 whole entry, looked up): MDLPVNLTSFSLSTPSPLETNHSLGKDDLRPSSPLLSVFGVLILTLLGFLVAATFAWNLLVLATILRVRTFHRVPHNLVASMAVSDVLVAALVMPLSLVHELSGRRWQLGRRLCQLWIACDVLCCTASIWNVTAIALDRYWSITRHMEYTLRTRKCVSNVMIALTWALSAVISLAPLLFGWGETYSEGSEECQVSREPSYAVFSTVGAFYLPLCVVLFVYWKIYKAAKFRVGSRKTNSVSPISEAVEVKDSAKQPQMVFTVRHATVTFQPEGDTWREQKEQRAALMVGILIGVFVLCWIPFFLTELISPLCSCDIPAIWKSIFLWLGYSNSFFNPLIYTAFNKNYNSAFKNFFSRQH
DAGLB inhibitor = diacylglycerol lipase beta (human) inhibition. Q8NCG7. HEK293T DAGLB membrane lysate, EnzChek fluorogenic substrate. inhibition, % at 5.17 µM. 0.059% of 340,000 active; in the data active = inhibition above about 34%;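 note: 0% = enzyme with vehicle and 100% = wells lacking enzyme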
Ecoli viability = counter-screen for AddAB inhibitors: E. coli growth inhibition; E. coli V3065 growth, OD600 absorbance, 18 h; 0.27% of 330,000 active; inhibition, % at 11.9 µM;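 active = inhibition above the campaign's mean inhibition across all tested compounds plus 3 SD, cut at about 9.9% in these data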;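 note: uninfected addAB+ strain grown without phage in ampicillin broth; 0% = DMSO wells and 100% = ciprofloxacin 0.95 µg/ml wells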
Tat export inh = inhibitors of E. coli Tat protein transport; E. coli MC4100 TorA-mCherry Tat export, fluorescence; 0.036% of 340,000 active; inhibition, % at 10 µM; AID 488895;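 active = mean replicate inhibition at least 50% and at least half of replicates individually reaching 50%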;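 note: exported cargo escapes ClpAP degradation while cytoplasmic cargo is degraded and loses fluorescence; 0% = median of neutral control wells and 100% = median of NaSCN control wells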
CDK5 inh = blocks human CDK5/p35 kinase activity | 0.01% of 330,000 active | inhibition, % at 10 µM | Q00535+Q15078 | Recombinant CDK5/p35, ADP-Glo luminescence, 60 min;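 active = highest replicate inhibition of at least 50% and at least 75% of replicates reaching 50%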;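 note: plate controls were DMSO neutral control for no effect and GW8510 at 10 µM for full effect; many of its hits are not listed in these tables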
Target sequence (Q00535 whole entry, looked up): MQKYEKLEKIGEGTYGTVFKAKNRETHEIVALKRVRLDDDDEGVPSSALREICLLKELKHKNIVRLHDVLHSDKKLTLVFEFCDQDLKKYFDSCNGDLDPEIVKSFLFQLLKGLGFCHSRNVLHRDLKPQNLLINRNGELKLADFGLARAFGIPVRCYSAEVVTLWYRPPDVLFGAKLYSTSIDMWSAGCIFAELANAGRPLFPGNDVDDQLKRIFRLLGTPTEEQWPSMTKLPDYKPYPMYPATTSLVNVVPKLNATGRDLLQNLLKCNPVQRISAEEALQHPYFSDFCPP
Target sequence (Q15078 whole entry, looked up): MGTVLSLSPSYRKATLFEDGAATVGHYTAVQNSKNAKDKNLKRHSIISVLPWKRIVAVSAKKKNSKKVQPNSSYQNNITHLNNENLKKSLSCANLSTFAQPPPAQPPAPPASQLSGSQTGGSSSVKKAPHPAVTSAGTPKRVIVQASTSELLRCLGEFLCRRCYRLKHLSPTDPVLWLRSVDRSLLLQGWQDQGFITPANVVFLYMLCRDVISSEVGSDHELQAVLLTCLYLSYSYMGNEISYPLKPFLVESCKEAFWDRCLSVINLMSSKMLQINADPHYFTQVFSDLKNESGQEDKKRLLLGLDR
PKA-R1A act = PKA-R1A complex activation; 0.083% of 340,000 active; P00514+P68181; PKA-R1A dissociation, Cy5-IP20 fluorescence polarization; scaled: DMSO 0%, 113 µM cGMP 100%; AID 504707; activation, % at 11.4 µM;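 active = percent activation above the mean of all tested compounds plus 3 SD, cut at about 19% in these data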;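 note: higher means more PKAc released from R1A so a rise in polarization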
HTR5A ag = HTR5A agonism, opioid heterodimer counter-screen; HTR5A agonist assay, luminescence, cell-based; activation, % at 9.3 µM; 0.61% of 340,000 active; in the data active = activation mostly above about 9.5%, no sharp cut-off; inactive = mostly below about 7.6%;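 note: 0% = cells with vehicle only and 100% = reference agonist; strong numbers were not always called active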
AddAB inh = less growth of phage-infected E. coli with AddAB; E. coli expressing H. pylori AddAB, absorbance growth; inhibition, % at 11.9 µM; 0.29% of 330,000 active; AID 435030; in the data active = inhibition above about 12%;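 note: 0% = vehicle wells of infected cells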
PKA-R2B activ = activates the human PKA-R2B holoenzyme complex; AID 504700; activation, % at 11.4 µM; PKA-R2B holoenzyme dissociation, Cy5-IP20 fluorescence polarization; R2B truncated from residue 108, S112A mutant; 0% DMSO only, 100% 113 µM cGMP; 0.079% of 340,000 active; P22694+P31323;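 active = activation above a cutoff set at the mean over all compounds plus 3 SD, cut at about 18% in these data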;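 note: higher means more holoenzyme dissociation and a rise in polarization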
SUMO Mot1 rescue = inhibitors of SUMOylation pathway: yeast Mot1-301 growth rescue; S. cerevisiae Mot1-301 growth rescue, ATP luminescence, 38.5C; percent above DMSO median, 100 means doubled; growth rescue, % at 18.8 µM; 1% of 320,000 active; AID 2716;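 active = every valid replicate shows activation above 250% relative to neutral control wells; inactive = the rest, any valid replicate at or below 250%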;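 note: OY570 slx delta 5 strain wells were the positive control but not used for scaling; some compounds called inactive have numbers as strong as hits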
phage Ecoli inh = E. coli growth loss with phage present. growth absorbance. AID 651602. 0.26% of 360,000 active. inhibition, % at 11.9 µM; in the data active = inhibition above about 11%
Starred values were filed as active, the others as inactive; / = not tested or not shown. An unsorted share of the library; overall some 2.3% were active at least once.

Each structure is followed by: SUMO Mot1 rescue, PKA-R2B activ, PKA-R1A act, DAGLB inhibitor, Tat export inh, Ecoli viability, AddAB inh, CDK5 inh, HTR5A ag, phage Ecoli inh, HTR5A inv ctr
Cc1ccc(CNC(=O)C2CCN(S(=O)(=O)c3cccnc3)CC2)cc1
→ 16, 6, 4, 0, -1, -1.9, -3.0, 1.3, -3, 1.3, 2
CC1(C)Oc2ccc(NC(=O)c3ccco3)cc2O1
→ -4, -4, 1, 2, -2, 0.7, 0.2, -1.1, -7, 2.2, 25
CCc1ccccc1N(CC(=O)NCCSCc1ccco1)S(C)(=O)=O
→ 4, -2, 0, 0, 17, -1.2, 2.6, 9.5, 2, 3.3, 17
Cc1cc(OC(C)C(=O)NCCCN2CCOCC2)ccc1Cl (stereo unspecified)
→ 10, -7, 1, -2, 1, -1.6, 1.8, -3.1, 3, 1.0, 3
O=C(OCn1nnc2ccccc2c1=O)C1CCCCC1
→ 171, 1, -17, -3, -4, 2.0, -0.1, -0.1, -7, 2.5, 17
CCCNC(=O)NC(=O)COC(=O)c1cccc(NS(=O)(=O)c2ccc(F)c(F)c2)c1
→ -4, 1, 9, 3, -2, 0.3, 1.5, 0.2, 4, 1.9, 6
COc1cc(=O)n2c(-c3ccccc3)csc2n1
→ 3, 1, -7, 0, -3, 1.8, 1.3, -1.6, 0, 1.3, 4
CCCCNC(=O)C1c2ccccc2Oc2ccccc21
→ 24, 2, -13, -3, 1, -1.0, -0.8, -1.7, -5, 2.1, 15
CNC(=O)c1sc(NCc2ccccc2OC)nc1C
→ /, -2, -8, 0, -7, /, /, -0.3, 16, 0.1, -43
CCOC(=O)N1CCC(=NNC(=O)COc2ccc(OC)cc2)CC1
→ 28, -10, -4, 3, 3, -0.2, 3.4, 0.6, -2, 0.1, -15
CCN(CC)c1ccc(S(=O)(=O)N(CC)CC)cc1NC(=O)c1cccnc1
→ -3, -2, -1, -2, 8, -2.7, -4.0, 0.9, 3, -0.3, 41
Cc1cc(-n2cccn2)ccc1CN1CCN(CC(C)C)C(CCO)C1 (stereo unspecified)
→ -12, -2, -6, -2, 0, -1.6, -1.4, -1.0, 8, 1.5, -1
N#CCCN1CCN(C(=S)c2ccc(-c3cccc(Cl)c3)o2)CC1
→ 22, -2, -12, 0, -2, -0.9, 1.5, -2.9, 11, -0.5, -20
Cc1ccc(Oc2ccc(C(=O)NCc3ccncc3)cc2)cc1
→ /, 0, 11, 1, 4, /, /, 1.3, 6, 3.2, -25
N#Cc1cccc2cnccc12
→ 329*, 3, -1, -2, 0, -0.3, -0.5, -0.8, 1, 1.9, -2
Cc1ccc(NCc2nnc(SCC(=O)O)n2-c2ccc(C)cc2)cc1
→ 81, -1, 6, 1, 0, -3.4, 0.7, 0.0, 3, 2.9, -9
COc1ccccc1-c1cc(C(F)(F)F)n2ncc(C(=O)N3CCc4ccccc4C3)c2n1
→ 116, 4, -9, -10, 8, 0.3, 1.3, 0.7, 2, 1.6, 6
COc1ccc(CCN2C(=O)CSC2c2ccc(F)cc2)cc1 (stereo unspecified)
→ -17, 1, -3, -3, -1, 1.4, 1.0, -1.0, -3, -0.9, 11
Cc1ccccc1S(=O)(=O)N1C[C@H]2CON(C)[C@H]2C[C@H]1c1cccc(Oc2ccccc2)c1
→ /, -9, 4, -5, 17, /, /, -1.6, 6, 3.3, -24
CNC(=S)Nc1ccc(Nc2ccccc2)cc1
→ -28, 0, -3, 0, 1, -0.2, 1.3, 0.6, 3, 2.3, 3
C=CCn1c(C(C)NC(=O)c2cccs2)n[nH]c1=S (stereo unspecified)
→ -15, -9, 11, -1, -1, -1.0, -0.9, 0.5, 4, 3.1, 14
Cc1ccc(S(=O)(=O)N(C)C)cc1NC(=O)COC(=O)c1ccc2c(c1)OCCO2
→ -12, -6, -14, 0, -3, -1.5, -3.0, -3.3, 5, 5.0, 6
NC(=O)c1ccc(NS(=O)(=O)c2ccc3ccccc3c2)cc1
→ 0, 15, -5, 1, -12, 1.4, 0.2, 1.4, -3, 2.5, 12
CCOc1ccccc1N(CC(=O)NCc1ccco1)C(=O)CCC(=O)Nc1nccs1
→ 37, -6, -15, -1, 1, -1.4, 1.5, -2.4, -1, -0.6, 2
CC1(C)CC(=O)C(=Cc2cn(-c3ccccc3)nc2-c2ccc(Cl)cc2)C(=O)C1
→ -11, -5, -7, 6, -8, 2.4, 2.1, -2.6, 6, 2.7, -18
Cc1cccc(Oc2sc(C(=O)c3ccccc3)c(N)c2C#N)c1
→ 3, -12, -11, -7, 15, -1.8, 1.6, -0.6, 11, 0.9, -27
Cc1nc2n[nH]c(N)c2c2c1CCCC2
→ -9, 8, -1, 0, -3, 1.1, 0.0, -0.6, 10, 2.6, -16
CC(=O)Oc1ccc(NC(=O)CSc2ccccc2)cc1
→ 3, -3, 2, -5, 3, -0.5, 0.8, -0.5, 1, 3.4, -12
Cn1c(=O)[nH]c2c(Cl)nccc21
→ 15, -12, -11, 2, 13, 0.8, 0.3, -5.6, -5, -2.1, 7
Cn1c(-c2ccc([N+](=O)[O-])cc2)nc2ccccc21
→ 0, -3, -2, -3, -2, -0.6, -8.2, -8.3, 3, 3.5, 4

Nothing new here: 2 of the compounds above.
Each structure is followed by: SUMO Mot1 rescue, PKA-R2B activ, PKA-R1A act, DAGLB inhibitor, Tat export inh, Ecoli viability, AddAB inh, CDK5 inh, HTR5A ag, phage Ecoli inh, HTR5A inv ctr
Cn1c(=O)[nH]c2c(Cl)nccc21
→ 15, -12, -11, 2, 13, 0.8, 0.3, -5.6, -5, -2.1, 7
Cn1c(-c2ccc([N+](=O)[O-])cc2)nc2ccccc21
→ 0, -3, -2, -3, -2, -0.6, -8.2, -8.3, 3, 3.5, 4

Further structures.
Each structure is followed by: SUMO Mot1 rescue, PKA-R2B activ, PKA-R1A act, DAGLB inhibitor, Tat export inh, Ecoli viability, AddAB inh, CDK5 inh, HTR5A ag, phage Ecoli inh, HTR5A inv ctr
CC(C)CCn1c(Br)nc2c1c(=O)n(CC(N)=O)c(=O)n2C
→ -8, 12, 9, 1, 3, 1.7, -1.2, 0.5, 1, 2.0, 8
CCN(CC)C(=O)CSc1nnc(COc2ccccc2)n1CC
→ -6, -4, -4, 0, -5, 0.7, 3.7, -3.2, 0, 3.1, -15
Cc1c(Cl)c([N+](=O)[O-])nn1CCCC(=O)NC1CCCCC1
→ -11, -3, -4, 1, 1, -2.0, -1.1, -0.6, -2, 3.6, 9
COc1ccc(N2CCN(C(=O)c3ccc(CSc4ccccc4)cc3)CC2)cc1
→ 35, -18, 7, -1, -4, 0.7, 1.1, -1.8, -3, 2.0, 1
Cc1ccc(S(=O)(=O)N2[C@@H](c3ccc(F)cc3)C(C(=O)O)=CC[C@H]2c2cccc(C)c2)cc1
→ 23, -5, 7, -2, -5, 0.3, 1.9, -1.4, 1, 1.9, 1
CN1Cc2ccccc2N(CC(=O)NCc2ccccc2)C1=O
→ 4, 7, -2, -1, 0, -0.1, 1.5, 0.0, 1, 1.1, -3
Cc1ccc2nc(Cn3cc(C(F)(F)F)ccc3=O)cc(=O)n2c1
→ /, -5, -3, -2, -3, -0.6, 1.5, 1.1, -6, 2.0, 36
Cn1cnnc1SCNC(=O)C(F)(F)F
→ 55, 5, -1, 1, -4, -1.1, 0.0, -2.2, -2, 2.5, 2
CCC(=O)c1ccc(OCC(O)CN2CCN(S(=O)(=O)c3ccc(NC(C)=O)cc3)CC2)cc1 (stereo unspecified)
→ -10, -6, -1, -3, 2, -1.3, 1.0, -0.2, -2, 1.8, 8
C=CCN1C(=O)CSc2ccc(C(=O)N3CCC(C)CC3)cc21
→ 1, -6, -1, -3, -3, -1.1, -1.6, 2.6, 4, 2.1, -40
O=CN1Cc2ccccc2-c2ccccc2C1
→ -5, 8, -8, -1, -3, /, /, 2.2, -9, -0.2, -21
CC1CCCCC1NC(=O)CNC(=O)c1cccs1 (stereo unspecified)
→ -4, 3, -7, 1, 4, -0.6, 2.8, 1.0, 6, 3.5, -17
Cc1ccccc1NS(=O)(=O)c1ccc(C(=O)NCC(c2ccco2)N2CCCCC2)cc1 (stereo unspecified)
→ 3, 2, 5, 0, 5, -1.3, 0.5, 1.8, -5, 2.7, 17
CC(C)c1ccc(NC2CCCN(C(=O)c3ccco3)C2)cc1 (stereo unspecified)
→ 155, 6, -1, -1, -1, -0.4, 2.9, -0.5, 2, 4.6, -9
Cc1[nH]c2c(Br)cccc2c1[C@H]1[C@@H](CC#N)C1(C)C
→ -24, -3, 14, -2, 7, 1.6, 4.2, -1.0, -3, 0.5, -14
COc1ccc(S(=O)(=O)N2CCCCC2)cc1NC(=O)c1c(F)cccc1Cl
→ /, 5, 14, 0, 3, /, /, -1.4, 3, 0.4, -27
COc1ccc(C(C(=O)NC2CCCCC2)N(C(=O)Cc2c[nH]c3ccccc23)c2ccccc2C)cc1OC (stereo unspecified)
→ -5, -2, -9, 2, 8, 0.2, 3.0, -0.8, -2, 2.9, 7
CCCCC[C@@H](/C=C/C1C(=O)C=C[C@H]1C/C=C\CCCC(=O)OC)OC(C)=O (stereo partly specified)
→ /, 3, -14, 15, 21, /, /, 0.9, 7, -0.1, -24
COc1ccccc1NC(=O)c1cc(N)cc(C(=O)Nc2ccccc2OC)c1
→ -3, 1, -10, 0, 2, -2.4, -1.0, 0.7, 2, 0.2, 10
Cc1cc(NS(=O)(=O)c2ccc(NC(=O)/C=C/c3ccc(Br)cc3)cc2)no1
→ -5, -5, 1, 8, -6, 0.8, 0.1, -0.3, 0, 1.0, -10
O=C(/C=C/NNC(=O)c1ccc(Cl)cc1)c1ccccc1
→ 160, 2, 2, -1, -2, -1.9, 1.9, -1.2, -3, 3.6, 17
COc1ccc(S(=O)(=O)Nc2nccs2)cc1OC
→ 3, -6, 3, 1, -1, 0.0, 1.3, -0.7, 2, 1.1, -5
COc1cc(/C=N/n2c(-c3n[nH]c4c3CCC4)n[nH]c2=S)cc(OC)c1O
→ 37, -15, -9, -2, 5, 0.8, 1.6, 3.4, -3, 0.5, 11
CN1CCN(C(=O)CNC(=O)c2cccs2)CC1
→ 16, 6, 8, 2, -3, -1.4, -0.8, 0.3, -2, 4.4, 6
CCOC(=O)c1[nH]c2ccc(OCC)cc2c1CCCN1C(=O)c2ccccc2C1=O
→ -12, -4, 3, 4, -1, -0.4, 1.1, -0.2, -3, 1.2, 7
